# Lipid storage S3 = qHTS Assay for Lipid Storage Modulators in Drosophila S3 Cells. Drosophila S3 cells, BODIPY lipid droplet fluorescence, 18-24 h; cells fed with added oleic acid. lipid storage change, negative = inhibition, % at the top dose, mostly 46.1 µM; hits show Potency in µM. 320,000 compounds, 0.64% hits. AID 2685; active = well fitted inhibition curve with a large enough effect in the signal ratio, with a control signal flat, not every such curve was filed as active; inconclusive = small, poorly fitted or top-dose-only effect, or effect the other way, or a change in a side signal; the % refers to the signal ratio
#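 Drosophila S3 cells loaded with oleic acid (400 uM, as added) and compounds at several concentrations; lipid droplets imaged by 488-nm laser-scanning cytometry, 500–530 nm intensity and object ratio to cell channel. Percent activity normalized to 20 uM Triacsin C.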
# Lipid storage S3 cell count max = recorded beside Lipid storage S3, whose call it bears; cell number change, %; measured here: cell count max response;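 cells counted by Cell Tracker Red CMTPX staining in the red channel; peak over a dose series mostly up to 46.1 µM; percent activity relative to internal control wells on each plate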
# * hit, by the source's call; i = inactive; ? = inconclusive; · = no result given; [ ] = dose if it differs, or a comment. % is set by controls: 0 for no effect and ±100 for the full control effect; potency is the fitted concentration of half-maximal effect. The list is partial; the hit share may differ from the screen's.
compound | Lipid storage S3 | Lipid storage S3 cell count max
CCN(Cc1ccccc1)S(=O)(=O)c1c(C(=O)N2CCCC2)c(C)n(C)c1C | i | 23
Cc1cc(OCc2ccccc2)ccc1/C(O)=C1/C(=O)C(=O)N(Cc2cccnc2)C1c1ccncc1 (stereo unspecified) | 4% | 2
COCC(C)NCc1cc(Br)ccc1OC (stereo unspecified) | ? | ·
CCCN1CCC(=O)N([C@H](CO)Cc2ccccc2)CC1 | ? | ·
O=C(COc1ccc2ccccc2c1Br)N1CCN(c2ccccn2)CC1 | ? | ·
CCCCc1cc(=O)oc2cc(OCC(=O)NCc3ccccn3)ccc12 | ? | ·
COc1ccc(CCNC(=O)CN(c2ccc(OC)c(OC)c2)S(C)(=O)=O)cc1 | ? | ·
O=C(Nc1cccc([N+](=O)[O-])c1)c1ccc(CN2CCOCC2)cc1 | ? | ·
c1ccc(CNc2ncnc3nc[nH]c23)nc1 | ? | ·
CNc1c(NS(=O)(=O)c2ccc(F)c(Cl)c2)c(=O)oc2ccccc12 | ? | ·
CCOC(=O)c1c(-c2ccc(C)o2)csc1NC(=O)COC(=O)c1ccc(NC(N)=O)cc1 | ? | ·
CC(CCC(=O)O)C1CC[C@@]2(C)C3C(=O)CC4C(C)(C)C(O)CC[C@]4(C)C3C(=O)C[C@]12C (stereo partly specified) | -16% | 10
Cc1ccc(NC(=O)COC(=O)c2ccc(Cl)cc2)cc1S(=O)(=O)N(C)C | ? | ·
CCC(C(=O)NC(C)(C)C)N(Cc1ccco1)C(=O)CNS(=O)(=O)c1ccc(OC)cc1 (stereo unspecified) | i | 21
Cc1ccc(S(=O)(=O)NCC(=O)Nc2cccc([N+](=O)[O-])c2)cc1 | ? | ·
O=C(CSCc1cccc(Cl)c1)NCc1ccc2c(c1)OCO2 | 14% | 0
Cc1ccc(S(=O)(=O)N2CC(=NN=C(N)N)C2)cc1 | ? | ·
c1ccc(CCNc2ncnc3scc(C4COc5ccccc5O4)c23)cc1 (stereo unspecified) | ? | ·
COc1ccc(C2CC(O)(c3ccccc3)Oc3cc(OC)c(OC)c(OC)c32)cc1 (stereo unspecified) | ? | ·
CCN(CC)C(=O)C(=O)N/N=C/c1ccc(C(=O)OC)cc1 | 11% | 2
O=C(O)CCCCCNC(=O)/C=C/c1ccco1 | 8% | 11
c1ccc2c3c([nH]c2c1)C1(CCCCC1)NCC3 | ? | ·
Cc1cc(OCC(=O)NCCc2c[nH]c3ccccc23)c2c(C)cc(=O)oc2c1 | ? | ·
CCCCCCCCCCn1cc(C(C)=O)c(=O)[nH]c1=O | -5% | -1
COc1ccc(-c2cc(-c3nnc(COC(=O)CC4CCCC4)o3)c3ccccc3n2)cc1OC | ? | ·
CC(=O)N1c2ccc(S(=O)(=O)N(C)CC(=O)N(C)Cc3ccccc3)cc2CC1C (stereo unspecified) | -23% | -1
Cc1cc(=O)oc2cc(NC(=O)CN3C(=O)NC(C)(c4ccccc4)C3=O)ccc12 (stereo unspecified) | ? | ·
CC(C)(C)c1ccc(-c2n[nH]c(=S)n2/N=C/c2ccncc2)cc1 | ? | ·
CCOC(=O)c1nn(-c2ccccc2)cc1O | ? | ·
CCc1ccc(NS(=O)(=O)c2c(C(=O)N3CCOCC3)c(C)n(C)c2C)cc1 | i | 1
CN(CC(=O)Nc1ccc(Cl)c(C(F)(F)F)c1)CC(=O)NC1CCCCC1 | ? | ·
COc1ccc2oc(=O)c(C(=O)N3CCN(c4ccc(F)cc4)CC3)cc2c1 | 0% | -10
COCCNC(=O)C(C)OC(=O)c1cc2sccc2n1C (stereo unspecified) | ? | ·
O=C(NCc1ccccc1Cl)C1CCCN1S(=O)(=O)c1ccc(F)cc1 (stereo unspecified) | ? | ·
CC(Oc1ccc2ccccc2c1)C(=O)NNC(=O)Nc1ccccc1F (stereo unspecified) | -2% | 25
OCCNc1nc(Nc2cccc(O)c2)nc2ccccc12 | 2% | 9
O=C(Nc1ccccc1)C1CCN(c2nccs2)CC1 | ? | ·
Cc1ccc(SC(C)C(=O)NC(N)=O)c(C)c1 (stereo unspecified) | -17% | 9
O=C(c1cccc(Cl)c1)N1CCC(N2CCC(C(=O)N3CCOCC3)CC2)CC1 | -11% | -7
O=C(O)CCC(=O)Nc1ccc(C(=O)OCC(=O)c2ccc(Cl)cc2)cc1 | 13% | -12
CC[C@@H]1[C@H]2CCCC(=O)N3CC[C@@H](C[C@@H]1OC(=O)Nc1ccccc1)[C@@H]23 | -1% | 1
CN(C)c1ccc(S(=O)(=O)N2CCCCC2)cc1NC(=O)C1=NN(c2ccccc2)C(=O)CC1 | ? | ·
Cc1cc(N2CCOCC2)c2c(N)c(Br)cc(C)c2n1 | ? | ·
CCc1ccc(S(=O)(=O)NCc2cn3cccc(C)c3n2)s1 | ? | ·
CCOC(=O)CC1(C)NC(=O)c2c(C)sc(C(=O)OCC)c2N1 (stereo unspecified) | 11% | -4
CCC(=O)N1CCc2cc(S(=O)(=O)NCCc3ccc(S(N)(=O)=O)cc3)ccc21 | i | 3
COC(=O)c1ccc(NC(=O)COc2cccc3c2OC(C)(C)C3)cc1 | ? | ·
O=[N+]([O-])c1ccc(Oc2ccc(S(=O)(=O)N3CCCCC3)cc2)cc1 | ? | ·
CSCCC(NC(=O)c1ccc(Cl)cc1Cl)C(=O)NCc1ccncc1 (stereo unspecified) | -22%[0.0737 µM] | ·
N#Cc1nc(-c2ccc(OCc3ccc(Cl)cc3)cc2)oc1NCCCn1ccnc1 | ? | ·
O=C1C=CN(Cc2ccccc2)CC1 | ? | ·
CCOc1ccc(S(=O)(=O)N2CCN(C(=O)C3CSC4(C)CCC(=O)N34)CC2)cc1 (stereo unspecified) | -9% | 0
CCOC(=O)c1c(NC(=O)CSc2ncn[nH]2)sc(C)c1C | ? | ·
CSc1nc2sc3c(c2c(=O)[nH]1)CC(C)(C)OC3 | 11% | 8
Cc1cc(NC(=O)CCCC(=O)NCc2ccccc2)no1 | 0% | 0
Cc1ccc(CCNC(=O)CCS(=O)(=O)c2ccc3nc(C)sc3c2)cc1 | -14% | 14
O=C(NCc1cccs1)C1CC(c2ccc(F)cc2)=NO1 (stereo unspecified) | 1% | 3
Cc1cccc(-c2nc(CS(=O)CC(=O)N3CCCCC3)c(C)o2)c1 (stereo unspecified) | ? | ·
CCN(CC)c1cccc(OC2=NS(=O)(=O)c3ccccc32)c1 | ? | ·
COc1ccc(NC(=O)CCCN2C(=O)CCC2=O)cc1Cl | i | 9

# Part of the list above, field by field.
O=C(NCc1cccs1)C1CC(c2ccc(F)cc2)=NO1 (stereo unspecified)
  Lipid storage S3: 1%
  Lipid storage S3 cell count max: 3

Cc1cccc(-c2nc(CS(=O)CC(=O)N3CCCCC3)c(C)o2)c1 (stereo unspecified)
  Lipid storage S3: ?
  Lipid storage S3 cell count max: ·

CCN(CC)c1cccc(OC2=NS(=O)(=O)c3ccccc32)c1
  Lipid storage S3: ?
  Lipid storage S3 cell count max: ·

# Continuation:
# Screens in order: Lipid storage S3 | Lipid storage S3 cell count max
> COc1ccc(OC)c(N(C(=O)c2snc(C(N)=O)c2N)C(C(=O)NCc2ccccc2)c2ccc(O)cc2)c1 (stereo unspecified)
 : ? | ·
> COCC(C)NC(=O)c1oc2c(c1C)C1(CCC2)SCCS1 (stereo unspecified)
 : 21% | -3
> N#CC12C(N)=NC3(OCCO3)C1(C#N)C1=C(CCC1)NC2c1ccccc1 (stereo unspecified)
 : 6% | 6
> CCSc1nnc2ccc(-c3ccco3)nn12
 : -4% | -7
> CCOc1ccc(N(CC(=O)NCCc2ccccc2)C(=O)c2csnn2)cc1
 : ? | ·
> CCN1CCN(S(=O)(=O)c2cc(C)c(OC)cc2C)CC1
 : i | ·
> CCOC(=O)C1(Cc2cccc(OC)c2)CCN(Cc2cccc3cnccc23)CC1
 : -4% | -5
> COC(=O)Nc1nnc(-c2ccccc2OC)s1
 : -4% | ·
> CC(=O)c1cccc(OCC(O)CNCC2CCCCC2)c1 (stereo unspecified)
 : 7% | 9
> CCOCCCNC(=S)N1CCN(c2nc(-c3ccc(F)cc3)cs2)CC1
 : ? | ·
> O=S(=O)(Nc1cccc(S(=O)(=O)N2CCCC2)c1)c1ccc(Cl)s1
 : ? | ·
> O=C(NCCC(=O)N1CCN(S(=O)(=O)c2ccc(F)cc2)CC1)Nc1ccccc1
 : 16% | 4
> NNC(=O)c1nc[nH]c1C(=O)Nc1ccccc1
 : 0% | 12
> COc1cc(OC)nc(Oc2ccc(N)c(C)c2)n1
 : ? | ·
> CCC(CC)NC(=O)COn1nnc2ccc(S(=O)(=O)N3CCOCC3)cc21
 : 15% | 17
> CCn1cc(C(=O)N2CCn3c(nc4ccccc43)C2)c(=O)c2ccc(C)nc21
 : -3% | -14
> O=C(CNC(=O)c1ccc(Br)o1)Nc1cccc(S(=O)(=O)N2CCCC2)c1
 : ? | ·
> NC1=NC(c2cn(-c3ccccc3)nc2-c2cccs2)n2c(nc3ccccc32)N1 (stereo unspecified)
 : i | -29
> O=C(Nc1cccc(Cl)c1)OCc1cncs1
 : ? | ·
> O=C(NCC(c1cccs1)N1CCOCC1)c1cc(S(=O)(=O)N2CCOCC2)c(Cl)cc1Cl (stereo unspecified)
 : ? | ·
> O=C(NCCc1ccccc1)C1CCN(c2ncccn2)CC1
 : 9% | 12
> CCn1c(=O)c([N+](=O)[O-])c(N2CCN(Cc3ccc4c(c3)OCO4)CC2)c2ccccc21
 : -3% | 2
> CCOC(=O)C1CCN(CCC(=O)Nc2ccc(C)cc2)CC1
 : 14% | -3
> COc1ccc(C)cc1S(=O)(=O)Nc1ccc2c(c1)OCO2
 : -1% | 6
> Cc1nc2cc(N=NC3=C(O)CCCC3=O)ccc2s1
 : ? | ·
> CC(Sc1nc(NC(C)(C)C)nc(N(C)C)n1)C(=O)Nc1ccccc1 (stereo unspecified)
 : ? | ·
> COc1ccc2cc(-c3[nH]ncc3CN3C[C@@H]4CCC[C@H]3C4)ccc2c1
 : ? | ·
> C#CC(CC)(CC)NC(=O)c1ccc(Br)s1
 : 6% | 13
> C/C(Nc1cccc(F)c1)=C(/C#N)C(N)=O
 : ? | ·
> CCOc1ccccc1/C=C/c1nc2ccccc2[nH]c1=O
 : ? | ·
> C=CCc1ccc2oc(C(=O)OCC)cc(=O)c2c1O
 : 11% | 14
> O=C(O)c1ccc(/C=N/N2CCN(c3ccccc3)CC2)cc1
 : -1% | -6
> CCOC(=O)Nc1cc(OCC)c(NC(=O)C2CC2)cc1OCC
 : ? | ·
> CCOc1ccc(Br)cc1S(=O)(=O)Nc1ccc(Cl)c(S(=O)(=O)N(CC)c2ccccc2)c1
 : ? | ·
> COc1ccc(OC)c2c(N3CC(C)OC(C)C3)cc(C(F)(F)F)nc12 (stereo unspecified)
 : -12% | -19
> CCCOc1ccccc1C(=O)NCCCC(=O)O
 : ? | ·
> Nn1c(SCC(=O)N2CCCc3ccccc32)nncc1=O
 : ? | ·
> COc1ccc(CCNc2oc(COc3ccccc3F)nc2C#N)cc1
 : ? | ·
> COc1cc2[nH]c(=S)n(Cc3ccco3)c(=O)c2cc1OC
 : ? | ·
> CC[C@@]12C(=O)N(c3cccc(Br)c3)C(=O)N1[C@H](c1ccc(OC)cc1)[C@@H]1C(=O)N(C(C)(C)C)C(=O)[C@@H]12
 : ? | ·
> O=C(NNc1nc2c(F)cccc2s1)C1COc2ccccc2O1 (stereo unspecified)
 : i | ·
> O=C(NNc1ccccc1)C(=O)NNS(=O)(=O)c1ccc(CCCl)cc1
 : ? | ·
> O=C(O)c1ccc2c(c1)C(=O)N([C@H](Cc1ccc(C(F)(F)F)cc1)C(=O)O)C2=O
 : -4% | -15
> COc1ccc(Cl)cc1NC(=O)CSc1nnc(CN2CCOCC2)n1-c1ccc(Cl)cc1
 : ? | ·
> CCN(CC)S(=O)(=O)c1ccc(NC(=O)COC(=O)c2cnc(C)cn2)cc1
 : ? | ·

# The list goes on, overlapping the part above by two compounds.
# Screens in order: Lipid storage S3 | Lipid storage S3 cell count max
> COc1ccc(Cl)cc1NC(=O)CSc1nnc(CN2CCOCC2)n1-c1ccc(Cl)cc1
 : ? | ·
> CCN(CC)S(=O)(=O)c1ccc(NC(=O)COC(=O)c2cnc(C)cn2)cc1
 : ? | ·
> COc1ccc(OCc2nc(N)nc(Nc3ccccc3)n2)cc1
 : ? | ·
> CCCCc1ccc(NC(=S)NCCc2ccc(S(N)(=O)=O)cc2)cc1
 : ? | ·
> COC(=O)c1ccccc1NC(=O)c1cccc(NC(=O)c2ccc(Br)o2)c1C
 : i | -8
> CC(=O)NCCNC(=O)[C@H](Cc1ccccc1)NC(=O)c1cccs1
 : ? | ·
> CC(=O)N1CCSc2ccc(S(=O)(=O)NCCc3ccc(C)cc3)cc21
 : ? | ·
> CCOC(=O)C1=C(O)/C(=C/c2ccc(OCC(=O)O)c(OC)c2)SC1=Nc1ccc(OC)cc1
 : ? | ·
> COc1ccccc1C(=O)C(O)c1ccccc1OC (stereo unspecified)
 : ? | ·
> COc1ccc(CCNC(=O)CSc2ccc(-c3ccncc3)nn2)cc1
 : -14%[9.22 µM] | -7
> NC(=O)C(c1ccc(Cl)cc1)c1ccc(Sc2ccccc2)nn1 (stereo unspecified)
 : ? | ·
> CC(C)c1cc(NC(=O)CCl)on1
 : ? | ·
> CCOC(=O)c1sc(NC(=O)c2cccc(S(=O)(=O)N3c4ccccc4CC3C)c2)cc1C (stereo unspecified)
 : ? | ·
> COc1ccc(C(=O)CC(=O)c2ccccc2O)cc1OC
 : ? | ·
> COCCN(Cc1cc2cc(C)ccc2nc1Cl)C(=O)Nc1ccccc1OC
 : -3% | 24

# Bioassay records as filed in PubChem.
